# Source: PubChem BioAssay
# SR-BI uptake up = activators of SR-BI mediated DiI-HDL uptake, primary screen, ldlA[mSR-BI] CHO cells, DiI fluorescence; 3 h; 100 = double the neutral-control signal; activation, % at 12.5 µM; 0.096% of 320,000 active; AID 504775, 2011;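 active = mean replicate activation of at least 60% and every replicate at or above 60%; inconclusive = mean or all-replicate condition met, but not both; inactive = mean below 60% and not all replicates reaching 60%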;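 also: 0% = median plate neutral-control signal and 100% = twice that signal; values of inactives mirror those of a sister screen read the other way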
#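 System: CHO ldlA[mSR-BI] cells / Medium: HEPES-buffered (25 mM, pH 7.4) F12 plus 0.5% BSA / Probe or stimulus: labelled HDL, 10 µg/mL / Doses: single compound concentration, delivered by pin transfer / Schedule: 3 h, 37 °C / Measured by: DiI fluorescence, bottom read / Measure: cell-associated DiI fluorescence as measure of HDL uptake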
# CAL PDZ FP-1 = CAL PDZ peptide-binding inhibitors, primary screen, biochemical, fluorescence polarization, Cer-tagged CAL PDZ, HTS; Golgi-associated PDZ and coiled-coil motif-containing protein (Homo sapiens), Q9HD26; 0.02% of 330,000 active; purified CAL PDZ, TMR-peptide fluorescence polarization, 1 h; inhibition, % at 20 µM; AID 504414, 2011;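 active = highest replicate inhibition of at least 40%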;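 also: plate controls were DMSO neutral control wells for no effect and unlabeled competitor peptide control wells for full effect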
#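 material = purified tagged CAL PDZ domain construct (CerCALP) | compound dosing = 20 µM, one dose | times = 1 h at RT | measured by = fluorescence polarization from S- and P-plane intensities, G-factor corrected | read-out = inhibition from polarization loss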
# SR-BI HDL uptake = inhibitors of SR-BI mediated HDL lipid uptake, primary screen, ldlA[mSR-BI] cells, fluorescence, single point. 0.96% of 320,000 active. ldlA[mSR-BI] CHO cells, DiI-HDL uptake fluorescence, 3 h. AID 488896, 2010. inhibition, % at 12.5 µM;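 active = mean replicate inhibition of at least 70% and a set share of replicates each scoring 70 or more; inconclusive = meets just one of the two criteria; inactive = fails both criteria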;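 also: 0% = median of neutral control wells and 100% = median of positive control wells; values of inactives mirror those of a sister screen read the other way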
# Target sequence (Q61009 whole entry, looked up): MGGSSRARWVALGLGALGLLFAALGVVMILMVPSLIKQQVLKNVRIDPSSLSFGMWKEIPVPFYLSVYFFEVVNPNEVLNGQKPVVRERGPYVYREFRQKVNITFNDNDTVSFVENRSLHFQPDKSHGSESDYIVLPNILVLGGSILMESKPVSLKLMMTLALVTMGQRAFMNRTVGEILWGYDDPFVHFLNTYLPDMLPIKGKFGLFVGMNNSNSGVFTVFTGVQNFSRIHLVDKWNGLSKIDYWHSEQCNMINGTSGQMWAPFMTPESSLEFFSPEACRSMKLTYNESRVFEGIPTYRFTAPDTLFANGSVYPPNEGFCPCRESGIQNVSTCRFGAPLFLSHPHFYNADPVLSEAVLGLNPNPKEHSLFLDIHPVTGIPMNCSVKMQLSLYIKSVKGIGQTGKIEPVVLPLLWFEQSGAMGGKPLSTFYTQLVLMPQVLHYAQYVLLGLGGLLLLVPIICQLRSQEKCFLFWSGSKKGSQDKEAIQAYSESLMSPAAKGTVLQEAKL
# Rtt109 Vps75 = inhibitors of C. albicans Rtt109/Vps75 HAT, primary screen, biochemical, ThioGlo CoA-SH fluorescence, plate reader; Histone acetyltransferase RTT109 (Candida albicans (strain SC5314 / ATCC MYA-2876)), …; 0.16% of 330,000 active; inhibition, % at 34.9 µM; purified Rtt109/Vps75, 4 h;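 active = inhibition of at least 50% in every replicate; inconclusive = best replicate reaches 50% inhibition but some replicates fall short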
# Target sequence (Q5AAJ8 whole entry, looked up): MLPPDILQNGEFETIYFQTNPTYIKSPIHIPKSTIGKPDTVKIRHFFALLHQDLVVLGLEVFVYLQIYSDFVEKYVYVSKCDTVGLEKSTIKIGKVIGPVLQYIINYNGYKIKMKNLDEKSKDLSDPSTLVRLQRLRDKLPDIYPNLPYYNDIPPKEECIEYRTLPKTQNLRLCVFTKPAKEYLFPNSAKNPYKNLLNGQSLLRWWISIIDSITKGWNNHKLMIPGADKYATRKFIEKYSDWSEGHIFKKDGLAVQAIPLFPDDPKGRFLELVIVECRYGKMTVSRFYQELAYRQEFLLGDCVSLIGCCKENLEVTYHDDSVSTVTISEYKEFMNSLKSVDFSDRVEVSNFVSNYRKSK
# NSD2 inh = NSD2 histone methyltransferase inhibitors, primary screen, biochemical, AlphaScreen, single concentration, set 2; inhibition, % at 12.5 µM; Histone-lysine N-methyltransferase NSD2 (Homo sapiens), O96028; AID 743445, 2014; NSD2 peptide methylation, 120 min; 0.54% of 310,000 active; in the data active = inhibition above about 50%
# dFosB act = activators of delta FosB homodimer, primary screen, biochemical, fluorescence polarization, TAMRA-CDK5 oligo, single point; purified delta FosB; percent of positive-control signal above neutral wells; activation, % at 25 µM; 0.99% of 340,000 active;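 active = mean activation above about 17%, with every replicate also reaching it, limit read from the data, passing the limit was not always enough; inconclusive = only one of the two conditions met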;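 also: fluorescence polarization rise as delta FosB binds a TAMRA Cdk5 AP-1 oligo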
# PvdQ acylase = P. aeruginosa PvdQ acylase inhibitors, primary screen, biochemical, fluorescence, plate reader and imaging, single point; purified PvdQ acylase; inhibition, % at 10 µM; 0.063% of 340,000 active; AID 488965, 2010; in the data active = inhibition above about 30%, passing the limit was not always enough; inconclusive = no clear call, values can overlap the other calls;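 also: 0% = vehicle neutral wells and 100% = reference inhibitor wells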
# CAL PDZ FP-2 = untagged CAL PDZ binding inhibitors, primary screen, biochemical, fluorescence polarization, HTS. Golgi-associated PDZ and coiled-coil motif-containing protein (Homo sapiens), Q9HD26. purified CAL PDZ, TMR-peptide fluorescence polarization, 1 h. inhibition, % at 24.9 µM. 0.92% of 300,000 active. AID 602252, 2012;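 active = mean inhibition of at least 30% with at least half of replicates also reaching 30%; inconclusive = no clear call, values can overlap the other calls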;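 also: 0% = DMSO neutral control and 100% = excess unlabeled competitor peptide PRC23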
# PfHsp90 yeast 2 = growth inhibition of PfHsp90-expressing yeast, primary screen, antimalarial PfHsp90 inhibitor project, S. cerevisiae, BacTiter-Glo luminescence, single point, set 2 | inhibition, % at 9.4 µM | 0.32% of 310,000 active | BacTiter-Glo ATP, 48 h; yeast lacking PDR1 and PDR3 efflux regulators;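 active = every replicate shows inhibition above about 80%, whatever the replicate mean, limit read from the data; inconclusive = mean inhibition reaches the set limit but some replicate falls short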;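 also: 0% = DMSO neutral controls and 100% = 20 µM radicicol positive controls; yeast relying on Plasmodium falciparum Hsp90 in place of its own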
# MITF TRPM1 HTS = activators of MITF-driven TRPM1 promoter reporter, primary screen, cell-based, SK-MEL-5, luciferase, single point; SK-MEL-5 TRPM1-promoter luciferase, 24 h; % of positive control, neutral wells = 0; activation, % at 12.5 µM; 0.75% of 300,000 active;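 active = mean activation of at least 80% with every replicate also reaching 80%; inconclusive = mean reaches 80% but some replicate falls short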;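 also: 0% = neutral control wells and 100% = parthenolide positive control wells; values of inactives mirror those of a sister screen read the other way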
# An asterisk follows results filed as active; ? = inconclusive; . = not tested or not shown. Rows are unselected; overall some 4.3% were active at least once.
SMILES	SR-BI uptake up	CAL PDZ FP-1	SR-BI HDL uptake	Rtt109 Vps75	NSD2 inh	dFosB act	PvdQ acylase	CAL PDZ FP-2	PfHsp90 yeast 2	MITF TRPM1 HTS
NC(=O)C[C@H](NC(=O)c1ccc(Cl)cc1)C(=O)OCc1ccccc1	25.6	0.1	-25.6	-1.5	0.1	-1.7	-2.7	-4.6	-7.0	0.8
CCOC(=O)c1c(-c2ccc(F)cc2)cn2ccccc12	-38.8	0.4	38.8	-1.9	-1.1	-5.8	-18.2	-2.5	3.6	16.2
O=[N+]([O-])c1cccc(NC(=S)NCc2ccncc2)c1	-21.3	-0.1	21.2	9.6	1.9	-5.4	-15.0	3.7	7.5	3.7
COCCn1c(SCC(=O)c2ccccc2)nc2c(c1=O)SCC2	-5.2	-1.9	5.2	-43.3	1.0	-5.7	-5.8	3.6	.	-10.7
NC(=O)C(Cc1ccccc1)NS(=O)(=O)c1ccc(N2CCCC2=O)cc1 (stereo unspecified)	5.6	0.1	-5.6	6.2	3.0	-2.7	-1.2	6.0	-8.5	-10.0
Cc1ccc(S(=O)(=O)N2CCN(C(=O)COC(=O)c3ccccc3Cl)CC2)c(C)c1	-21.6	-1.3	21.6	9.5	-0.8	0.1	-5.4	-2.2	-1.3	8.0
O=C(Cc1cccs1)Nc1nnc(-c2ccc(F)cc2)s1	-13.7	0.4	13.7	2.6	-4.8	5.6	-1.8	.	-17.3	32.0
CC1Sc2ccc(S(=O)(=O)N3CCC(C(=O)Nc4cccc(Cl)c4)CC3)cc2NC1=O (stereo unspecified)	-6.0	-1.5	6.0	5.1	5.3	-2.6	-11.5	-1.6	5.5	-8.3
COc1cc(-c2noc(CCCC(=O)Nc3cccnc3)n2)cc(OC)c1OC	15.3	-1.2	-15.3	-5.3	.	3.3	-10.2	68.9*	-5.8	-6.0
CCOC(=O)N1CCN(C(=O)C2CCCN(S(=O)(=O)c3c(C)cc(C)cc3C)C2)CC1 (stereo unspecified)	-38.9	-2.7	38.9	3.5	-0.3	-8.0	-1.4	-1.1	2.4	-7.4
Cc1nn(Cc2ccc(F)cc2)c(C)c1NC(=O)c1cc(-c2ccco2)on1	-35.1	-0.2	35.1	-12.0	-0.8	7.9	-2.8	.	0.5	-2.4
COc1ccc2oc(C(=O)N(C)Cc3ccc4c(c3)OCCO4)c(C)c2c1	4.5	-2.0	-4.5	4.6	0.2	-1.6	-4.0	0.6	-15.1	23.0
COc1cc(/C=N/NC(=O)COc2cc(C)cc(C)c2)ccc1OS(=O)(=O)c1ccc(C)cc1	-28.4	-3.4	28.4	6.4	-0.1	-7.2	-4.9	-2.2	2.9	-13.9
C[N+](C)(C)CCCCCC(=O)/C=N/O	6.0	-3.5	-6.0	6.8	21.1	-1.7	-5.8	-0.2	-9.0	-3.3
CC(=O)NC1C(OCc2ccccc2)OC(CO)C(OC(C)=O)C1OC(C)=O (stereo unspecified)	39.9	0.7	-39.9	-2.8	-1.3	-4.7	-12.2	45.9*	-3.5	-5.4
CCOc1cc2c(cc1/C=C1/NC(=O)N(CC(=O)OC)C1=O)OCO2	-5.6	-0.9	5.6	-35.6	-4.3	-2.8	-2.0	-3.7	.	-5.5
COc1ccc(C(=O)NCCNc2nc3ccc(C)cc3cc2C#N)cc1	-34.3	1.6	34.3	1.2	-5.3	-3.6	-16.8	6.7	6.8	9.3
O=C(c1c(F)c(F)c(F)c(F)c1F)N1CCc2ccccc21	10.2	-1.6	-10.2	4.5	-6.2	4.3	2.1	-2.8	-3.9	-3.5
O=C(CNC(=O)c1cccnc1)N/N=C/c1ccc(O)cc1O	-1.1	-2.2	1.1	-1.2	1.2	-4.2	7.4	-4.7	-4.4	-14.0
CCOc1ccccc1N1CCN(S(=O)(=O)c2cc(C)ccc2OC)CC1	-45.0	0.2	45.0	-4.7	-0.2	-9.6	-14.5	-0.3	0.3	-9.0
C=CC[n+]1c(C)csc1Nc1ccc(C)cc1	19.4	-1.7	-19.4	.	3.3	4.8	-11.6	-1.9	2.2	28.1
CCOC(=O)N1CCC(NC(=O)C2CCCN(S(C)(=O)=O)C2)CC1 (stereo unspecified)	7.5	-2.1	-7.5	0.5	-2.5	-4.2	8.0	0.0	-23.5	12.0
C/C(=N\NC(=O)CNC(=O)c1cccnc1)c1cccc(O)c1	22.5	-0.7	-22.5	-26.7	-1.5	-6.1	-0.5	-2.0	14.2	-14.9
COc1cc(-c2nc(-c3cccc(C)c3)no2)cc(OC)c1OC	-84.1	-2.2	84.1*	1.8	-1.4	-13.9	-4.3	-3.4	-23.7	52.1
CS(=O)(=O)N(CC(=O)NCc1cccnc1)C1CCCCC1	26.1	-0.6	-26.1	-22.6	-0.6	6.1	-6.4	3.3	.	9.2
COc1cc(/C=N/NC(N)=O)ccc1OC(=O)c1cccs1	9.3	-3.2	-9.4	3.8	-0.5	-8.7	-10.0	-5.4	.	-3.9
Cn1nnnc1SCC(=O)NCCCc1ccccc1	0.9	0.2	-0.9	-10.0	1.1	1.2	?	-2.8	6.6	1.3
COc1ccc(NC(=O)C/C(C)=N/NC(=O)c2cnccn2)c(OC)c1	20.5	-1.1	-20.5	3.2	3.3	-1.3	-8.8	-3.9	11.4	-2.1
NCCOc1ccccc1Cc1ccccc1	40.6	0.3	-40.6	-0.6	3.4	2.4	-7.8	-3.1	9.9	5.4
COC(=O)c1ccc(Cl)cc1NC(=O)/C=C/c1ccc(C)o1	-31.0	-1.5	31.0	5.5	-1.0	-3.5	-17.1	-2.5	6.5	7.4
CCN(CC)C(=O)COc1ccc2oc(C)c(C(=O)OC(C)C)c2c1	-43.2	-0.7	43.2	-0.1	114.4*	-9.5	-11.2	-0.7	15.0	.
CN(Cc1ccc(OC(F)F)cc1)C(=O)c1cccc(S(=O)(=O)N2CCN(c3ccccc3)CC2)c1	-12.8	-1.3	12.8	-4.8	-1.1	-8.3	-8.5	4.5	7.1	-46.0
COc1cccc(NC(=O)N2CCc3ccccc3C2)c1	9.5	-2.4	-9.5	11.3	-2.1	-5.7	-11.0	-2.4	-0.6	78.9
COc1cccc(-c2nc(CS(=O)(=O)CC(=O)NC3CC3)c(C)o2)c1	4.6	-1.0	-4.6	0.3	0.8	6.0	-7.6	-3.5	9.1	4.3
COc1ccc(CN(Cc2nc3ccccc3c(=O)[nH]2)C(=O)NC2CCCCC2)cc1	12.6	.	-12.6	0.0	1.1	-13.7	-17.4	-1.4	-10.8	-5.3
CCCCN(C)C(=O)C1CCC(CNS(=O)(=O)c2ccc3c(c2)CC(C)N3C(C)=O)CC1 (stereo unspecified)	-28.5	-2.0	28.5	-1.1	-0.7	-4.9	-9.2	-3.0	19.8	3.0
C[C@H](CO)N1C[C@H](C)[C@@H](CN(C)C)Oc2c(NC(=O)C3CC3)cccc2C1=O	5.1	0.2	-5.1	-0.3	.	10.9	1.4	-0.9	-0.2	3.0
O=c1oc2cc(Cl)ccc2n1CSc1nc2ccccc2s1	-26.2	-0.7	26.2	-0.3	-4.0	-5.6	-22.0	-2.7	.	?
COc1ccc(-c2nn(-c3ccccc3)cc2/C=N/NC(=S)NC(C)C)cc1OC	-11.4	-2.0	11.4	-1.1	-2.7	-0.5	-16.4	-8.4	-156.1	11.0
COc1cc(NC(=O)CN2CCC(C)CC2)c(C)cc1[N+](=O)[O-]	3.2	0.1	-3.2	0.2	1.4	-1.8	3.3	-5.1	-17.4	44.9
Cc1ccc(C(=O)NNC(=O)CSc2nnc(C(C)C)n2C)cc1	.	0.0	.	-3.5	-3.5	0.2	-12.2	.	-4.6	-3.4
COn1c(SC2CCCCC2)nc2ccccc2c1=O	11.6	-1.3	-11.6	30.2	0.1	-18.0	6.1	-3.0	.	-19.4
COC(=O)[C@H](CCSC)NC(=O)Nc1cccc(Br)c1	1.2	-1.0	-1.2	3.3	-3.9	-3.0	-5.9	-2.3	12.5	16.0
COc1ccc(S(=O)(=O)N2CCOCC2)cc1NC(=O)c1ccc(OC(F)F)cc1	-59.6	-2.0	59.6	23.3	0.1	-14.4	7.2	-3.1	.	-4.7
O=C(OCC(=O)N1CCC(Cc2ccccc2)CC1)c1ccccc1F	5.4	-0.4	-5.4	-2.1	-2.1	-3.8	-3.7	-2.0	.	20.9
Cc1ccc(N2C(=O)C3CCCN3C2=S)cc1 (stereo unspecified)	28.5	-0.6	-28.5	-4.7	-2.0	-7.0	-6.8	.	-13.3	-8.3
CCN1CCN(c2cc(C)c3cc(NC(=S)N4CCCC(C)C4)ccc3n2)CC1 (stereo unspecified)	.	-1.3	.	9.7	.	-9.9	-6.2	1.8	-2.3	-2.8
CC(OCC(O)CNCC1COc2ccccc2O1)c1ccc(Cl)cc1 (stereo unspecified)	5.4	-0.3	-5.4	3.7	6.5	-5.2	-3.8	-1.9	-23.5	5.4
Cc1cc(C)c2cc(C)c3nnc(SCC(=O)NCc4ccc5c(c4)OCO5)n3c2c1	-3.6	-0.7	3.6	7.9	0.0	-22.6	0.9	0.0	-2.3	.
O=C(Nc1ccc(Cl)c(Cl)c1)c1cccnc1	.	-3.5	.	0.7	-1.1	-10.8	-10.8	.	21.7	.
COc1ccc(C(=O)O)cc1S(=O)(=O)N1CCN(Cc2ccc3c(c2)OCO3)CC1	21.5	-0.1	-21.5	-2.1	-1.3	-3.0	-7.2	-5.5	-10.3	-9.6
Cc1[nH]nc2c1C(c1cnn(C)c1)C(C#N)=C(N)O2 (stereo unspecified)	40.7	-1.3	-40.7	1.7	-1.6	-2.0	6.2	-3.2	.	5.8
